# SDO1 yeast rescue – compounds rescuing growth of sdo1-depleted yeast, bone marrow failure model | S. cerevisiae sdo1-depleted JHY4D growth rescue, OD600 30 h; active compounds read high; pdr5 snq2 efflux-pump mutant strain | z-score at 10 µM | 140,000 tested, 0.21% active;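 active = z-score above 3 at both the 24 hr and the 30 hr optical density reads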;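 note: z-score against mean and SD of all compound wells on the same plate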
# Insulin prom inh – TRM-6 insulin promoter activity inhibition. TRM-6 cells (human fetal islet line), insulin promoter-eGFP reporter, imaging; reporter expression induced with tamoxifen. inhibition, % at 2 µM. 130,000 tested, 0.9% active. AID 1273;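 active = inhibition above the mean plus 3 SD, with well images judged a real hit on visual review, cut at about 60% in these data, passing the limit was not always enough; inconclusive = inhibition over the cutoff but images rejected on review; inactive = inhibition not above the cutoff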
# SDO1 yeast rescue Rescue 24 h – second read-out of SDO1 yeast rescue, no call of its own (marks repeat the call); z-score; S. cerevisiae sdo1-depleted JHY4D growth rescue, OD600; measured here: growth rescue at 24 h;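 0 is the plate mean of compound wells and units are plate SD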
# An asterisk follows results filed as active; ? = inconclusive; . = no result given. These rows are one share of the data; count on the stated rates, not on these rows.
SMILES,SDO1 yeast rescue,SDO1 yeast rescue Rescue 24 h,Insulin prom inh
COc1ccccc1C(C)NC(=O)c1ccc(C)o1 (configuration not stated),-0.42,-1.47,17.4
CC(/C=N/NC(=O)C(O)c1ccccc1)=C\c1ccccc1 (configuration not stated),0.77,0.51,0.0
Cc1ccc(S(=O)(=O)N2CCC(C(=O)NCCN3CCCCCC3)CC2)cc1,0.71,0.45,-14.7
O=C(O)CCCCCN1C(=O)/C(=C/c2ccncc2)SC1=S,0.81,0.76,60.0
COc1cc(NC(=O)CSCc2cnn(-c3ccccc3)c2-n2cccc2)cc(OC)c1,-0.19,0.37,0.0
CCOC(=O)c1sc(N)c(C#N)c1CSc1nc2ccc(OCC)cc2[nH]1,1.12,0.87,.
CCn1c(SCC(=O)Nc2ccc(S(N)(=O)=O)cc2)nnc1-c1ccccc1OC,0.31,-0.47,57.9
COC(=O)COc1cccc(NC(=O)c2ccc(C)cc2)c1,-0.75,-1,-17.9
O=S(=O)(c1cccc2cccnc12)n1cnc2ccccc21,-0.15,-0.09,5.6
COc1ccc(CNC(=O)CCCn2nc([N+](=O)[O-])cc2C)cc1,.,.,41.7
O=c1[nH]c(/C(Cl)=C/c2cc(Cl)ccc2O)nc2cc(Cl)ccc12,-1.31,-1.14,5.4
CCN(CC)CCn1cnc2c([nH]c3cccc(OC)c32)c1=O,0.52,-0.15,9.5
Cc1ccc(NS(=O)(=O)c2ccc(CCC(=O)N3CCOCC3)cc2)cc1,-0.28,-0.37,-188.2
CN(C)C(=O)CSc1nnc(-c2cccnc2)n1-c1ccccc1,0.53,0.05,.
O=C1C(Cc2ccccc2)NC(=S)N1c1ccccc1 (configuration not stated),1.17,1.18,-11.5
CCc1c(C)c2ccc(OCC(=O)OC)cc2oc1=O,0.15,-0.15,0.0
COc1ccc(CCNC(=O)Nc2ccccc2[N+](=O)[O-])cc1,.,.,15.0
CC(=O)Nc1nn(C)c2nc3cc(C)ccc3cc12,0.61,0.73,?
CC(=O)CSc1nnc2c3ccccc3nc(C(C)(C)C)n12,.,.,50.0
O=C(CSc1n[nH]c(-c2cccs2)n1)N1CCN(S(=O)(=O)c2ccccc2)CC1,-0.09,-0.83,2.7
CCN1C(=O)/C(=C2/C=CC=CN2C)SC1=S,0.36,-0.02,.
Cc1ccc(S(=O)(=O)N2CCN(S(=O)(=O)N(C)C)CC2)c(C)c1,0.53,0.3,-10.7
CCOCCCNC(=O)C1CCN(S(=O)(=O)N2CC(C)CC(C)C2)CC1 (configuration not stated),1.06,1.27,57.1
O=C(N/N=C/c1ccc[nH]1)c1cccc([N+](=O)[O-])c1,0.14,-0.25,-279.6
COC(=O)c1[nH]c(=O)c2ccccc2c1OCc1ccccc1,-0.91,-0.68,-63.6
# The list continues.
SMILES,SDO1 yeast rescue,SDO1 yeast rescue Rescue 24 h,Insulin prom inh
Cc1cccc(C)c1Nc1nnc(SC(C)C(=O)Nc2c(C)n(C)n(-c3ccccc3)c2=O)s1 (configuration not stated),0.3,-0.1,-28.6
Cc1ccc(C(=O)n2c(-c3ccccc3)cnc2SCC(=O)Nc2ccc(C)cc2C)cc1,-0.63,-0.21,-25.9
Oc1ccc(COCc2ccccc2)c2cccnc12,0.21,0.01,.
CCOC(=O)CC1C(=O)NCCN1S(=O)(=O)c1ccc(Cl)c(Cl)c1 (configuration not stated),-0.05,-0.23,40.0
CC(NC(=O)CCc1nnc(-c2ccccc2)o1)c1ccccc1 (configuration not stated),.,.,17.4
Cc1ccc(OCC(=O)NC2=NCCS2)cc1,1.63,1.99,-29.7
Cc1ccc(-c2nc(-c3ccccn3)no2)cc1,0.26,-0.53,.
O=C(COC(=O)c1cccc(Cl)c1)NCCN1C(=O)CSC1=O,0.93,0.15,-20.0
CC(C)(C)c1ccc(C(=O)Nc2ccccc2NC(=O)c2ccco2)cc1,-1.47,0.13,-150.0
O=C(Cn1nnc2ccccc21)NC1CCCCC1,0.1,-0.5,.
O=C(N/N=C/c1ccncc1)C1CC1C(=O)N/N=C/c1ccncc1 (configuration not stated),-0.13,-0.54,-7.7
COc1ccc(CCNC(=O)c2c[nH]c3ccccc3c2=O)cc1OC,1.18,0.58,.
O=C(COc1ccc(F)cc1)OCCN1CCOCC1,1.25,1.32,8.5
CCc1cccc(CC)c1NC(=O)COC(=O)CC1c2ccccc2CCN1S(=O)(=O)c1ccc(F)cc1 (configuration not stated),-0.46,-0.31,-23.7
CC(C)CCNC(=O)CN(CCCN1CCOCC1)C(=O)Cn1nnc(-c2ccc(F)cc2)n1,1.52,2.47,-78.6
COC(=O)c1nnc(-c2ccccc2)c(-c2ccccc2)n1,0.42,0,16.1
O=C1NC(=O)C2(COC(c3cccnc3)OC2)S1 (configuration not stated),-0.1,-0.53,23.3
COC(=O)c1c(NC(=O)CN2CCN(C(=O)c3ccco3)CC2)c2c(C)cccc2n1C,0.67,0.09,.
COc1ccc(Nc2ncc(C(=O)N3CCN(c4ccc(F)cc4)CC3)c3ccccc23)cc1,-1.08,-0.85,-7.9
CCCOP(=O)(OCCC)c1c([N+](=O)[O-])cc(C(F)(F)F)cc1[N+](=O)[O-],-0.04,0.15,-9.4
O=C(NCCC1=CCCCC1)C1CCN(S(=O)(=O)c2cccc3nsnc23)CC1,-1.05,-0.67,-41.9
CN(C)c1ccc(NC(=O)Oc2ccccc2)cc1,0.62,0.08,-30.0
CCOC(=O)N1CCN(C(=O)c2ccccc2NC(=O)c2ccc(Br)cc2)CC1,-0.64,-0.47,-25.0
Cc1ccc(-c2cc(C(F)(F)F)nc(SCC(=O)c3cccc([N+](=O)[O-])c3)n2)cc1,-1.41,-0.65,4.2
CN(C)S(=O)(=O)c1cc(NC(=O)CN2CCNC(=O)C2)ccc1Cl,-1.08,-1.28,27.3
# Continuation.
SMILES,SDO1 yeast rescue,SDO1 yeast rescue Rescue 24 h,Insulin prom inh
COc1ccc2c(c1)-c1nc(NC(=O)c3cccs3)sc1CC2,-1.86,-0.6,-19.2
Cc1ccc2c(c1)N(CC(=O)Nc1ccc3c(c1)OCCO3)C(=O)CO2,0.26,-0.17,0.0
CCS(=O)(=O)c1ccc(O)c(NC(=O)/C=C/c2ccccc2)c1,.,.,-20.0
O=C(NCCc1ccccc1)N1c2ccccc2Sc2ccccc21,-1.48,-0.58,4.2
CCOC(=O)C(NC(=O)NCc1ccc(F)cc1)(OCC)C(F)(F)F (configuration not stated),1.39,1.09,0.0
NNC(=O)CNC(c1ccccc1)c1cc(Br)ccc1NC(=O)c1ccccc1Br (configuration not stated),-0.36,0.23,-30.4
COc1ccc2nc(-c3ccc(N)cc3)[nH]c2c1,-0.12,-0.04,-246.7
Cc1ccc(-c2cc(C(F)F)nc(NCC3CCCO3)n2)cc1 (configuration not stated),-1.28,-0.55,-15.8
O=C(Nc1ccccc1NC(=O)c1c(F)c(F)c(F)c(F)c1F)c1c(F)c(F)c(F)c(F)c1F,-0.55,0.37,-3.2
O=C(COc1ccccc1)N1CCN(C(=O)c2ccco2)CC1,0.33,0.18,0.0
Cc1ccc(S(=O)(=O)NCCC(c2ccccc2)c2ccccc2)cc1C(=O)O,.,.,?
c1ccc(-c2cnc(CSc3ncnc4sccc34)o2)cc1,-1.15,-0.54,5.6
CCOC(=O)/C(C#N)=C(/C)c1ccc(OC)cc1,0.57,0.11,22.7
CC1=C(C(N)=O)C(c2sccc2C)n2nnnc2N1 (configuration not stated),0.97,0.37,21.4
COc1ccc(-c2nnc(SCC(=O)Nc3ccccc3OC)o2)cc1,7.5*,4.34*,-5.4
Cn1cc(S(=O)(=O)c2ccccc2)n(C)c1=O,.,.,48.6
CC(C)CNC(=O)C1CCN(c2ccc(S(=O)(=O)N3CCOCC3)cc2)CC1,1.38,1.63,.
CCOC(=O)C1=C(C)N(C)C(=O)NC1c1cc2c(cc1Br)OCO2 (configuration not stated),-0.26,-0.08,-50.0
COc1cc(C2C(C#N)=C(N)Oc3cc(O)ccc32)cc(OC)c1OC (configuration not stated),2.33,2.5,-47.4
Cc1cccc(Cc2cnc(N3C(=N)SC(c4ccccc4)C3=O)s2)c1 (configuration not stated),-0.33,-0.81,17.9
O=C(OC(C(=O)O)C(OC(=O)c1ccccc1)C(=O)NCc1ccccc1)c1ccccc1 (configuration not stated),-0.52,-1.33,29.4
Cc1ccccc1CC1(CO)CCCN(Cc2ccn[nH]2)C1 (configuration not stated),.,.,14.3
Cc1cc(NC(=O)CSc2nnnn2C)n(-c2ccccc2)n1,0.89,0.24,-39.1
CCn1c(Cc2ccccc2)nnc1SCC(=O)Nc1nc(C)cs1,-0.17,-0.4,10.3
CCOc1cc(C)nc(Oc2ccc(=O)[nH]n2)n1,0.83,0.8,9.1

# Overlap with the part before: five compounds, followed by the next part.
SMILES,SDO1 yeast rescue,SDO1 yeast rescue Rescue 24 h,Insulin prom inh
O=C(OC(C(=O)O)C(OC(=O)c1ccccc1)C(=O)NCc1ccccc1)c1ccccc1 (configuration not stated),-0.52,-1.33,29.4
Cc1ccccc1CC1(CO)CCCN(Cc2ccn[nH]2)C1 (configuration not stated),.,.,14.3
Cc1cc(NC(=O)CSc2nnnn2C)n(-c2ccccc2)n1,0.89,0.24,-39.1
CCn1c(Cc2ccccc2)nnc1SCC(=O)Nc1nc(C)cs1,-0.17,-0.4,10.3
CCOc1cc(C)nc(Oc2ccc(=O)[nH]n2)n1,0.83,0.8,9.1
CCOC(=O)c1sc(NC(=O)CSc2nnc(-c3ccco3)n2CC)c(C(=O)OCC)c1C,-0.45,0.12,-30.8
Cc1nc(NC(=O)c2ccccc2)sc1-c1csc(Nc2cccc(Cl)c2)n1,-0.59,0.76,16.2
N#C/C(=N\Nc1ccccc1)C(=N)N1CCCCC1,-0.03,-0.08,-58.3
Cc1ccc2c(c1)c(=O)c1c3n2CCN(C(=O)CCl)C3CC1 (configuration not stated),-0.22,-0.63,.
CCCCC(=O)NC(=S)Nc1cc(C(=O)O)ccc1Cl,1.15,0.11,.
CCOc1ccc(-c2noc(CCC(=O)NC)n2)cc1OCC,0.54,0.89,-7.4
O=C(Nc1ccc(-c2nc3ccccc3o2)cc1)c1ccc2c(c1)OCO2,-0.35,1.57,34.2
Cc1ccc(C(=O)N2CC(C(=O)O)C2)cc1,.,.,-60.0
O=Cc1ccccc1OCCOc1ccc([N+](=O)[O-])cc1,.,.,57.1
CCOc1cc(CNn2nnnc2N)ccc1OCC(=O)NC(C)(C)C,0.96,1.04,33.3
O=C(NCc1ccccc1Cl)c1ccccc1CCc1ccccc1,7.09*,6.09*,0.0
COc1ccccc1N1CCN(C(=O)c2ccc(NS(=O)(=O)c3ccc(C)cc3)cc2)CC1,.,.,-85.7
O=C(CSc1nc2ccccc2[nH]1)Nc1cc(C(F)(F)F)ccc1N1CCOCC1,0.62,0.71,-285.7
Cc1cc(C)nc(SCc2nnc(SCc3ccccc3Cl)o2)n1,-1.07,0.32,-35.7
Cc1cc(C(=O)OCC(=O)N2c3ccccc3NC(=O)C2(C)C)c(C)n1-c1ccccc1,-0.85,-0.84,-29.0
O=C(c1ccccc1)c1sc(N2CCOCC2)nc1-c1ccccc1,.,.,-36.4
O=C1c2ccccc2-c2c1nc1c([n+]2[O-])CCCC1,-0.89,-1.47,.
Cc1c(C#N)c(NC(=O)c2cccc(Cl)c2)n(Cc2ccccc2)c1C,-1.14,-0.72,26.7
Cc1sc2ncnc(NCC(C)(C)N3CCOCC3)c2c1C,0.74,0.71,35.7
Cc1cc(C)nc(Sc2nc(Cl)nc(N(c3ccccc3)c3ccccc3)n2)n1,-0.35,-0.32,-10.8
O=C(Nc1sccc1C(=O)NCc1ccco1)c1cccnc1,0.5,1.15,27.3
O=C1OC(N2CCN(Cc3ccccc3)CC2)c2ccccc21 (configuration not stated),.,.,0.0
Cc1cc(C)n(-c2ccc(C(=O)Nc3ccccn3)cc2)n1,-0.26,-0.27,17.6
Cc1cc(C)nc(NC(N)=NC2CCCCC2)n1,0.3,0.09,-43.3
Cn1c(Cn2cnc(Cl)c2Cl)nc2ccccc21,0.04,0.12,-11.8

# Four of these compounds, set out differently:
SMILES	SDO1 yeast rescue	SDO1 yeast rescue Rescue 24 h	Insulin prom inh
CCOc1cc(CNn2nnnc2N)ccc1OCC(=O)NC(C)(C)C	0.96	1.04	33.3
O=C(NCc1ccccc1Cl)c1ccccc1CCc1ccccc1	7.09*	6.09*	0.0
COc1ccccc1N1CCN(C(=O)c2ccc(NS(=O)(=O)c3ccc(C)cc3)cc2)CC1	.	.	-85.7
O=C(CSc1nc2ccccc2[nH]1)Nc1cc(C(F)(F)F)ccc1N1CCOCC1	0.62	0.71	-285.7

# Remaining list, next part:
SMILES,SDO1 yeast rescue,SDO1 yeast rescue Rescue 24 h,Insulin prom inh
O=C1c2cnc3nc(SCc4ccccc4)nn3c2CC2c3ccccc3CCN12 (configuration not stated),-1.32,-0.03,.
CC1C(=O)CCN(C(C)(C)C)C1C (configuration not stated),-0.19,-0.91,-5.4
CC(=O)Nc1ccc(S(=O)(=O)NCC(=O)OCC(=O)N2CCN(c3ccccc3)CC2)cc1,0.91,1.35,-92.9
O=C(/C=C/c1ccco1)Nc1ccc2c(c1)OCCO2,.,.,8.3
CC(=O)N(C)c1ccc(NC(=O)c2ccco2)cc1,0.79,-0.58,2.9
C/C(CCN1CCCCc2nc(C)c(C)cc21)=N\O[C@H](C)c1cn([C@H](CO)Cc2ccccc2)nn1,-0.14,-0.41,-23.8
Cc1cc(-n2c(C)cc(C(=S)N3CCOCC3)c2C)ccc1Br,-1.78,-1.52,-5.1
COCCn1c(SCC(=O)Nc2ccc(Cl)c(S(=O)(=O)N(C)C)c2)nc2ccccc21,0.39,0.12,-6.7

# Screens deposited in PubChem BioAssay by several laboratories.
